Screens as filed in PubChem.
HCV inhibitor = qHTS Assay for Inhibitors of Hepatitis C Virus (HCV). Huh7.5.1 HCVcc-Cre infection, luciferase reporter, 44 h. Potency, µM (series often up to 41.8 µM), without a hit: at the top dose activity change, negative = inhibition, actives largely listed as inhibitors. actives 3.4% (n = 340,000). AID 651820, 2012; further: potency means the concentration at half of the fitted maximal effect; on the % scale 0 is the no-effect control and ±100 the full control effect
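Reporter virus HCVcc-Cre (~0.5 moi) infects cells exposed to compound; seeding density 1,000 cells/well with 4 h settling beforehand. Luminescence, 15 sec read, taken 44 h post-infection following a 15 min RT substrate incubation.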
Pf growth 48h = Primary qHTS for delayed death inhibitors of the malarial parasite plastid, 48 hour incubation; P. falciparum luciferase growth in erythrocytes, 48 h; Potency, µM (doses to about 28.7 µM), for inactives: top-dose activity change, negative = inhibition, actives largely listed as inhibitors; actives 5.9% (n = 310,000); AID 504832, 2011; further: potency means the concentration at half of the fitted maximal effect; on the % scale 0 is the no-effect control and ±100 the full control effect
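Luciferase-expressing P. falciparum in infected erythrocytes (2% hematocrit, 0.1% parasitemia final) in RPMI 1640/0.5% Albumax were exposed to compound for 48 hours at 37 C, 5% CO2; growth read as luminescence.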
Pf growth 96h = Primary qHTS for delayed death inhibitors of the malarial parasite plastid, 96 hour incubation | P. falciparum luciferase reporter growth, 96 h | Potency, µM (series often up to 28.7 µM), without a hit: at the highest dose activity change, negative = inhibition, actives largely listed as inhibitors | actives 6.9% (n = 320,000) | AID 504834, 2011; further: potency means the concentration at half of the fitted maximal effect; on the % scale 0 is the no-effect control and ±100 the full control effect
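P. falciparum expressing integrated firefly luciferase, in erythrocytes at 2% hematocrit, 0.05% parasitemia, incubated with compounds 96 h at 37 C, 5% CO2. Growth inhibition read as loss of luminescence; two-generation exposure targets delayed-death apicoplast inhibitors.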
Shiga toxin inh = A qHTS for Small Molecule Inhibitors of Shiga Toxin; Vero cells, Shiga toxin protein synthesis inhibition reporter; inhibition, % at 38.7 µM; actives 9.2% (n = 290,000); AID 2315, 2010; in the data active means inhibition mostly above about 28%, no sharp cut-off; inactive means mostly below about 43%; further: 0% is about no effect
CHX counter = Cycloheximide Counterscreen for Small Molecule Inhibitors of Shiga Toxin | cell reporter, cycloheximide protein synthesis inhibition counterscreen | max response, % | actives 12% (n = 300,000) | AID 2314, 2010; in the data active means max response mostly above about 13%, no sharp cut-off; inactive means mostly below about 14%; further: read at 38.3 µM for the half of the compounds with a filed dose; 0% is about no effect
Tb PYK inh = qHTS of Trypanosoma Brucei Inhibitors; AID 624173, 2012; TbPYK enzyme, Kinase-Glo Plus ATP luminescence, 45 min; pyruvate kinase (Trypanosoma brucei), Q57TT1; actives 0.12% (n = 410,000); Potency, µM (top dose mostly 76.8 µM), without a hit: top-dose activity, negative = inhibition, most hits filed as inhibitors; further: potency means the concentration at half of the fitted maximal effect; on the % scale 0 is the no-effect control and ±100 the full control effect; nearly all actives have a fitted effect of over 50% in size
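ADP (130 uM final) triggers the TbPYK reaction after compound addition; incubation is 45 min at room temperature. Kinase-Glo Plus is then added and luminescence imaged. Normalized data are fitted to concentration-effect curves.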
LmPK inhibitor = qHTS Assay for Inhibitors of Leishmania Mexicana Pyruvate Kinase (LmPK); actives 0.37% (n = 290,000); AID 1721, 2009; Potency, µM (doses to about 57.5 µM), without a hit: top-dose activity change, negative = inhibition, most hits filed as inhibitors; purified LmPK, Kinase-Glo ATP luminescence, 1 h; further: potency means the concentration at half of the fitted maximal effect; on the % scale 0 is the no-effect control and ±100 the full control effect
Target sequence (Q27686 whole entry, looked up): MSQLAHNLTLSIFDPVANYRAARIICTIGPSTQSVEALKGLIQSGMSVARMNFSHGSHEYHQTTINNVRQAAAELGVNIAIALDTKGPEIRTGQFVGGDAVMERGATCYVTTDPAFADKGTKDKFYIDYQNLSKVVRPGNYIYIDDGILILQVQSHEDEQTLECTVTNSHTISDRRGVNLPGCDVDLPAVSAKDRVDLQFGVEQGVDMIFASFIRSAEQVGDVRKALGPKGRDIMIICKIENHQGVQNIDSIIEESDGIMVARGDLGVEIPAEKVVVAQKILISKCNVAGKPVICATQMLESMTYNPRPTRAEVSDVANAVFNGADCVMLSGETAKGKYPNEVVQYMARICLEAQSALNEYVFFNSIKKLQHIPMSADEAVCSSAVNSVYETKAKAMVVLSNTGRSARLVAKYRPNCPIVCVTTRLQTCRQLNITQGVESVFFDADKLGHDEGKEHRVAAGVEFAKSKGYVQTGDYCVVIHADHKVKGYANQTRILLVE
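Kinase-Glo luminescence read after 1 h RT reaction of 0.1 nM LmPK with 0.5 mM PEP and 0.1 mM ADP. Activity scaled between uninhibited and enzyme-free controls.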
The depositor's hits bear a star; ? = inconclusive; . = no result given; & = joins results of further samples; [ ] = dose if it differs, or a comment. Unless noted, the call rests on the fitted dose curve; in most records, active means well fitted curve in the direction sought with a large enough effect; inconclusive means small, poorly fitted or top-dose-only effect, or another doubt; inactive means no such curve, though single readings can be large; an effect the other way counts as inactive or inconclusive.

| smiles | HCV inhibitor | Pf growth 48h | Pf growth 96h | Shiga toxin inh | CHX counter | Tb PYK inh | LmPK inhibitor |
| --- | --- | --- | --- | --- | --- | --- | --- |
| CC(C(=O)c1cn(C)c2ccccc12)c1ccccc1 (stereo unspecified) | -12% | . | ? | -7 | -3 | -2% | 9% |
| CC1CCCC(NC(=O)C2CCC(CNc3c(N4CCCC4)c(=O)c3=O)CC2)C1C (stereo unspecified) | 9% | -15% | -22% | -24 | -2 | 2% | -1% |
| C#CCOCCOCCOCCNc1nc(N2CCN(C(=O)[C@H](CCC(=O)O)n3cc(C(N)[C@H](C)CC)nn3)CC2)nc(N2CCN(C(=O)[C@H](Cc3ccc(O)cc3)n3cc(C(N)[C@H](C)CC)nn3)CC2)n1 (stereo partly specified) | 5% | 0% | 7% | -4 | -2 | 3% | 4% |
| Clc1ccc(NCn2cncn2)nc1 | -13% | . | -18% | 5 | 0 | -1% | 0% |
| O=C(O)C(Cc1c[nH]c2ccccc12)NS(=O)(=O)c1ccc(Cl)c(C(F)(F)F)c1 (stereo unspecified) | 1% | -17% | ? | 5 | -1 | 7% | 0% |
| CCOC(=O)C1(Cc2cccc(Cl)c2)CCCN(C(=O)c2ccc(C)nc2)C1 (stereo unspecified) | 9% | -14% | 15µM* | -4 | -2 | 0% | -12% |
| Cc1cccc(C(=O)NNC(=O)CCC(=O)Nc2cccc(Cl)c2C)c1 | -3% | 9% | ? | 19 | 8 | -7% | 0% |
| COCc1ccc(CN2CCCC(CO)(Cc3cccc(OC)c3)C2)o1 (stereo unspecified) | 2% | ? | -16% | 16 | -2 | 2% | -2% |
| O=C(c1cnn2c(C(F)F)cc(-c3ccccc3)nc12)N1CCCc2ccccc21 | 3% | . | ? | 2 | -2 | 1% | 17% |
| O=C(Nc1ccc2c(c1)OCCO2)N1CCN(c2ccccc2)CC1 | -6% | 38%[activator] | 45%[activator] | 47* | 20* | . | 3% |
| COC(=O)C1=C(NC(=O)c2ccccc2C)CCS1 | -1% | 8% | 6% | 25 | -3 | 3% | 0% |
| Cn1c(=N)n(CC(=O)C(C)(C)C)c2ccccc21 | 2% | ? | 16% | 148* | 27* | -1% | -5% |
| COC(=O)c1cnn(-c2ccc(Cl)cc2)c1/C=N/NC(N)=S | ? | -16% | -1% | -21 | -4 | -3% | -2% |
| CCCCCC(=O)N[C@@H](c1ccccc1)[C@@H](O)C(=O)O[C@H]1C[C@@]2(O)[C@@H](OC(=O)c3ccccc3)C3[C@](C)(C(=O)[C@H](O)C(=C1C)C2(C)C)[C@@H](OC1OCC(O)C(O)C1O)C[C@H]1OC[C@@]31OC(C)=O (stereo partly specified) | -6% | ? | 0.17µM* | 3 | 3 | 1% | -4% |
| O=c1cccc2n1CC1CC2CN(CC(O)CN2CC3CC(C2)c2cccc(=O)n2C3)C1 (stereo unspecified) | 2% | 8% | ? | -7 | 4 | 1% | 2% |
| Cc1cc(OCC(O)CN2CCc3ccccc3C2)cc(C(C)C)c1 (stereo unspecified) | ? | ? | -5% | -5 | -6 | 1% | 0% |
| O=c1[nH]c(=O)n(-c2ccc(F)cc2)c(O)c1/C=C1\C=Nc2ccccc21 | 10% | -7% | 17% | -2 | 0 | -3% | 1% |
| Cc1cc(C)c(C)c(S(=O)(=O)NCc2ccc(C(=O)N3CCCCC3)cc2)c1C | ? | 1µM* | 0.41µM* | 39 | 22* | 4% | 0% |
| CCOc1ccccc1-n1c(=S)sc2c(=O)n(-c3ccc(F)cc3)c(SCC(=O)O)nc21 | 13% | ? | 27% | -8 | 6 | 0% | -5% |
| C#CCOCCOCCOCCNc1nc(N2CCN(C(=O)CCCCCCCCCCNC(=O)Cn3cc(C[C@@H](C)O)nn3)CC2)nc(N2CCN(C(=O)CCCCCCCCCCNC(=O)[C@H](CCCN=C(N)N)n3cc(C[C@@H](C)CC)nn3)CC2)n1 | 6% | 1.3µM* | 1µM* | . | . | -5% | . |
| Cc1cc(C(=O)CSc2nnnn2-c2ccccc2)c(C)n1CC1CCCO1 (stereo unspecified) | -21% | 178%[activator] | -2% | 49* | 58* | -4% | 1% |
| O=C(Nc1ccc2c(c1)OCCO2)c1oc2ccccc2c1NC(=O)C1CC1 | ? | -19% | -21% | 17 | 3 | 2% | 0% |
| COCCn1c(SCC(=O)N(C)c2ccccc2)nc2c([nH]c3ccccc32)c1=O | -18% | ? | ? | -2 | 4 | 5% | 3% |
| CCOC(=O)N1CCC(Nc2c(NCCCN(CC)Cc3ccccc3)c(=O)c2=O)CC1 | 19%&8% | . | -28% | -6 | -4 | 4%&-4% | 3% |
| Cc1cnc(C(=O)NC(C)CCc2ccccc2)cn1 (stereo unspecified) | 7% | 131%[activator] | 30%[activator] | 15 | 16 | -2% | -11% |
| COc1ccc(NS(=O)(=O)c2ccc(N)cc2)nn1 | -3%[8.37 µM] | 8% | 11% | -2&4 | 5&-2 | -4%[33.2 µM] | 1%&1% |
| Cc1ccc(-n2nc3c(=O)n(C(C)C(=O)NC4CC4)nc(C)c3c2C)cc1 (stereo unspecified) | -13% | ? | ? | -9 | -3 | -1% | -2% |
| CCC(OC(=O)C(NC(=O)c1ccccc1)c1ccccc1)C(=O)Nc1cc(C)on1 (stereo unspecified) | 21% | 15% | 7% | 26 | -2 | 2% | -2% |
| Cc1ccc(NC(=O)C2CCN(S(=O)(=O)c3ccc4c(c3)C(C)(C)C(=O)N4C)CC2)c(C)c1 | -16% | ? | 0% | -6 | 0 | -1% | 0% |
| Cc1ccc(NS(=O)(=O)c2c(C(=O)N3CCOCC3)c(C)n(C)c2C)cc1 | 19% | 7% | ? | -8 | -3 | 3% | -1% |

Brought forward from above: five compounds, then new ones.
| smiles | HCV inhibitor | Pf growth 48h | Pf growth 96h | Shiga toxin inh | CHX counter | Tb PYK inh | LmPK inhibitor |
| --- | --- | --- | --- | --- | --- | --- | --- |
| COc1ccc(NS(=O)(=O)c2ccc(N)cc2)nn1 | -3%[8.37 µM] | 8% | 11% | -2&4 | 5&-2 | -4%[33.2 µM] | 1%&1% |
| Cc1ccc(-n2nc3c(=O)n(C(C)C(=O)NC4CC4)nc(C)c3c2C)cc1 (stereo unspecified) | -13% | ? | ? | -9 | -3 | -1% | -2% |
| CCC(OC(=O)C(NC(=O)c1ccccc1)c1ccccc1)C(=O)Nc1cc(C)on1 (stereo unspecified) | 21% | 15% | 7% | 26 | -2 | 2% | -2% |
| Cc1ccc(NC(=O)C2CCN(S(=O)(=O)c3ccc4c(c3)C(C)(C)C(=O)N4C)CC2)c(C)c1 | -16% | ? | 0% | -6 | 0 | -1% | 0% |
| Cc1ccc(NS(=O)(=O)c2c(C(=O)N3CCOCC3)c(C)n(C)c2C)cc1 | 19% | 7% | ? | -8 | -3 | 3% | -1% |
| CCC(=O)N(C)CCc1cc2c(c(OC)c1/C=N/NC(=O)c1ccncc1)OCO2 | 17% | 15% | 38%[activator] | 22 | -2 | 9% | -11% |
| CCOc1cc(C(=O)Nc2ccon2)cc(OCC)c1OCC | -27% | -4% | . | 29 | 2 | 6% | 0% |
| COc1cc(F)c(C2=CC(=O)C[C@H](c3ccc(Cl)cc3)C2)cc1F | 9% | ? | ? | . | . | -9% | . |
| O=C(Nc1ccc(F)cc1)C1CCN(C(=O)c2ccc(F)cc2)CC1 | -2% | ? | ? | . | . | 0% | . |
| ON1C(c2ccccc2C(F)(F)F)N(O)[C@H]2CCCC[C@H]21 (stereo partly specified) | 24% | 0% | 12% | 23 | 2 | 1% | 7% |
| CCCCC(=O)N/N=C(C)/C=C/c1ccccc1F | -6% | 36%[activator] | 7% | 63* | 29* | 3% | 7% |
| COC(=O)c1ccc(NC(=S)Nc2ccccc2)cc1 | -3% | 29% | 14% | -33 | 8 | 0% | 4% |
| CCn1c(SCC(=O)N2CCN(C(=O)c3ccco3)CC2)nnc1C(C)C | -1% | 41%[activator] | ? | -13 | -1 | -1% | 7% |
| CCc1nc(N2CCN(S(C)(=O)=O)CC2)c2c3c(sc2n1)CCCC3 | ? | ? | 5% | -11 | -3 | -5% | 1% |
| NS(=O)(=O)c1ccc2nc(NC(=O)CS(=O)(=O)c3ccccc3)sc2c1 | 22% | 0% | 25% | -5 | -3 | 0% | 3% |
| COc1cc(/C=C2\SC(=O)N(c3cccc(Cl)c3)C2=O)cc([N+](=O)[O-])c1O | -10% | -14% | -24% | -1 | 0 | 13% | 4% |
| CCC(=O)Nc1ccc(C(=O)NNC(=O)c2cccs2)cc1 | . | 7% | 0% | 19 | 0 | -14% | -7% |
| Cc1cc(C)cc(NC(=O)COC(=O)Cn2cnc3c2c(=O)n(C)c(=O)n3C)c1 | -4% | -6% | -1% | . | . | 1% | . |
| CCOC(=O)c1cc(-c2csc(COc3ccccc3)n2)on1 | 8% | 38%[activator] | -12% | -5 | -1 | -1% | 7% |
| COCC(C)n1c(SCC(=O)NCCC2=CCCCC2)nc2ccccc2c1=O (stereo unspecified) | -3% | . | 8.3µM* | -14 | -4 | 2% | -8% |
| COC(=O)c1cc(NC(=O)c2ccc3c(c2)NC(=O)c2ccccc2S3)cc(C(=O)OC)c1 | . | 1% | -24% | . | . | -4% | . |
| CN1CCN(C(=S)c2cn(Cc3ccc(Br)cc3)c3ccccc23)CC1 | ? | ? | -1% | -16 | -1 | -4% | 2% |
| O=C(CSc1nnc(-c2ccncc2)n1Cc1ccco1)OC1CCCCC1 | 0% | -3% | . | -9 | 15 | -1% | 10% |
| CC1Cc2ccccc2N1C(=O)CN1CCN(Cc2ccccc2)CC1 (stereo unspecified) | -13% | 4%[0.00184 µM] | 29% | -5 | -5 | -5% | -5% |
| Cc1cc(CNC(=O)COC(=O)Cn2[nH]c(=O)c3ccccc3c2=O)cc(C)c1O | -6% | ? | 1% | . | . | 0% | . |
| CCOC(=O)c1ccccc1NC(=O)COc1coc(CN2CCc3ccccc32)cc1=O | ? | ? | 12µM* | . | . | -11% | . |
| NC(=O)C1(N2CCCCC2)CCN(c2ccc3nnc(-c4ccccc4)n3n2)CC1 | -4% | . | 30% | -17 | -5 | -2% | -2% |

Part of the list above, with values under each structure:
Value order: HCV inhibitor	Pf growth 48h	Pf growth 96h	Shiga toxin inh	CHX counter	Tb PYK inh	LmPK inhibitor
> CCC(=O)Nc1ccc(C(=O)NNC(=O)c2cccs2)cc1
→ .	7%	0%	19	0	-14%	-7%
> Cc1cc(C)cc(NC(=O)COC(=O)Cn2cnc3c2c(=O)n(C)c(=O)n3C)c1
→ -4%	-6%	-1%	.	.	1%	.
